Assay outcomes from PubChem.
GPR7 antag – antagonists of human GPR7 (neuropeptides B/W receptor 1); GPR7-expressing cells, fluorescence antagonist assay; hit rate 1.1% among 290,000; AID 1861; inhibition, % at 4.4 µM; P48145; in the data active means inhibition above about 16%, passing the limit was not always enough;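 further: cells stimulated with the agonist NPW; 0% = agonist with vehicle and 100% = vehicle without agonist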
Target sequence (P48145 whole entry, looked up): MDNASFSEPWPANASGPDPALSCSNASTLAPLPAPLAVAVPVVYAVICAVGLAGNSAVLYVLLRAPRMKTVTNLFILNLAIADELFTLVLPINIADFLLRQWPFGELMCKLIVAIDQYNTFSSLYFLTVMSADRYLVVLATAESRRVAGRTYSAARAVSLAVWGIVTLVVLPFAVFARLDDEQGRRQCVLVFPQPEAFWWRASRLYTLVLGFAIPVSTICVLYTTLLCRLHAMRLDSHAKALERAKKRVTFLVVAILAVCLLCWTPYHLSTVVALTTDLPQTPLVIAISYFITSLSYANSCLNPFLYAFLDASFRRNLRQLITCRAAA
M1 ag parental – counter-screen for M1 agonists: effect in parental CHO-K1 cells; Fluo-8 calcium fluorescence; scaled to maximal ATP response, vehicle zero; activation, % at 3 µM; hit rate 0.48% among 360,000; AID 602248; in the data active means activation above about 15%;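 further: untransfected CHO-K1 host cells lacking M1 receptor as counterscreen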
CHO-K1 Ca PAM – nonselective activator or artifact in parental CHO-K1 calcium assay. ATP EC20, Fluo-8 calcium fluorescence; 0% at ATP EC20, 100% at ATP max. activation, % at 3 µM. hit rate 0.02% among 360,000. AID 602247;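 active means activation above the run cutoff, the mean activation of all test compounds plus 3 SD, cut at about 40% in these data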;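 further: peak over basal fluorescence ratio in a 140 s read after ATP addition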
CHO-K1 Ca antag – M1 antagonist counterscreen hit in parental CHO-K1 cells; AID 602250; ATP-induced calcium, Fluo-8 fluorescence; hit rate 0.6% among 360,000; inhibition, % at 3 µM;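 active means inhibition above a per-plate cutoff, the plate's mean sample inhibition plus 3 SD, cut at about 24% in these data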;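 further: 0% = DMSO plus EC80 ATP and 100% = DMSO alone without ATP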
V1aR counter – V1a receptor agonism, counter-screen for OXTR agonists. hit rate 0.25% among 320,000. CHO-V1R cells, Fluo-8 calcium fluorescence, agonist mode; 0% DMSO, 100% 3 nM vasopressin. AID 2797. P37288. activation, % at 3 µM;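 active means activation above the mean activation of all tested compounds plus 3 SD, per screening run, cut at about 20% in these data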;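 further: signal is peak over basal fluorescence ratio across a 100 second FLIPR read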
OXTR potentiate – potentiates the human oxytocin receptor response; P30559; CHO-OTR cells, Fluo-8 calcium fluorescence, potentiator mode; 0% = oxytocin EC15, 100% = EC100; activation, % at 3 µM; hit rate 0.061% among 320,000; AID 2445;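 active means activation above that plate's cutoff, the mean activation of tested compounds plus 3 SD, cut at about 6.6% in these data, passing the limit was not always enough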;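 further: 100% uses oxytocin at 75 nM as the full agonist control; some results filed as inactive read as strong as hits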
Target sequence (P30559 whole entry, looked up): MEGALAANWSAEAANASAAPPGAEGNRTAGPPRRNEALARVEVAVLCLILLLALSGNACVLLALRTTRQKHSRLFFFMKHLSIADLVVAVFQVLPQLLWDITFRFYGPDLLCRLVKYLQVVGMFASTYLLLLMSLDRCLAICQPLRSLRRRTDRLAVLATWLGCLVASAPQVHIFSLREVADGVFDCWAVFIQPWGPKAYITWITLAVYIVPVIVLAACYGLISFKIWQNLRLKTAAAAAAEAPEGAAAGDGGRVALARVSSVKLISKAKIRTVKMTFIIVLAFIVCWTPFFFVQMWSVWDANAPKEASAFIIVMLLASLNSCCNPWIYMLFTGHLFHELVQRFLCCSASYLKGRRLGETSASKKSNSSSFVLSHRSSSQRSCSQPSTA
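System: human OTR in CHO cells / Also added: sub-maximal oxytocin, roughly EC15 / Control set: EC15 oxytocin low, 75 nM oxytocin high / Schedule: 6 min compound pre-incubation at room temperature, 100 s kinetic read / Compound: single-point 3.0 µM / Replication: singlicate / Technique: Fluo-8 calcium dye fluorescence / Read-out basis: % activation of max/min ratio relative to oxytocin controls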
OXTR ag – agonists of human oxytocin receptor. hit rate 0.32% among 320,000. P30559. CHO-OTR cells, Fluo-8 calcium fluorescence; normalized: DMSO 0%, oxytocin 100%. AID 2435. activation, % at 3 µM;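 active means activation above the mean of all tested compounds plus 3 SD, cutoff set per screening run, cut at about 20% in these data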;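 further: peak over basal fluorescence ratio from a 100 s FLIPR kinetic read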
TAAR1 antagonist – antagonists of human TAAR1 | Q96RJ0 | CHO RD-HGA16 TAAR1, Fluo-8 calcium fluorescence, antagonist | inhibition, % at 3 µM | hit rate 1.5% among 360,000;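 active means inhibition above a per-plate cutoff, the mean inhibition of test compounds on that plate plus 3 SD, cut at about 49% in these data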;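 further: 0% = DMSO plus EC80 beta-PEA response and 100% = DMSO alone without agonist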
Target sequence (Q96RJ0 whole entry, looked up): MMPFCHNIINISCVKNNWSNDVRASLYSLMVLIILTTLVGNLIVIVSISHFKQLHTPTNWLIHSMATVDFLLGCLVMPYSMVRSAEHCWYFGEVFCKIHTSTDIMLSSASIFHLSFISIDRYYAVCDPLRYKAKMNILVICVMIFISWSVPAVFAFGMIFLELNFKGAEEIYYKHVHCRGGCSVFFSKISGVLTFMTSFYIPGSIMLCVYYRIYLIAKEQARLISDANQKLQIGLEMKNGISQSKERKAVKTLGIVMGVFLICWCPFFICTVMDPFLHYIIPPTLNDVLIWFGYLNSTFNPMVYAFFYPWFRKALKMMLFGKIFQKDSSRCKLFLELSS
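Test system – hTAAR1-expressing CHO RD-HGA16 cells, Gα16-coupled · Also added – β-PEA at EC80 concentration, post-compound challenge · Compound – 3 µM, single point · Incubation – dye loading 75 min at 37 °C, then 30 min room temperature · Measured by – Fluo-8 intracellular calcium dye fluorescence, real-time kinetic reads · Benchmarks – vehicle and agonist controls · Replicates – singlicate, one well per test compound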
CHO parental Ca – signal in parental CHO cells, OX1R antagonist counter-screen | parental CHO-K1, ATP-induced calcium, Fluo-8 fluorescence | inhibition, % at 5.6 µM | hit rate 0.63% among 330,000;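 active means inhibition above that plate's mean sample inhibition plus 3 SD, cut at about 26% in these data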;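 further: 0% = ATP-challenged DMSO wells and 100% = DMSO wells without ATP; some compounds past the cut are filed as inactive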
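test system = CHO parental line | reagent = ATP stimulus | measured by = intracellular calcium via Fluo-8 no-wash fluorescent dye | control set = ATP and no-ATP DMSO wells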
Numbers without * were called inactive; . = not tested or not shown.

SMILES	GPR7 antag	M1 ag parental	CHO-K1 Ca PAM	CHO-K1 Ca antag	V1aR counter	OXTR potentiate	OXTR ag	TAAR1 antagonist	CHO parental Ca
C=CCNCC(O)COc1ccc(C(C)=O)cc1OC (stereo unspecified)	12	3.1	25	-22	-0.9	-17	0.5	-18	-7
CCOc1ccc(Nc2cc(C)c3ccccc3n2)cc1	17	3.6	18	-8	1.0	-15	-0.4	14	-12
O=C(N=Nc1c(O)[nH]c2ccccc12)c1ccc(CN2CCOCC2)cc1	-11	4.1	16	-4	8.0	-5	1.4	5	-3
C=CCC[C@@H](Cc1ccc(F)cc1)C(=O)OC[C@H](Cc1c[nH]c2ccccc12)NC(=O)[C@@H](CC=C)CC(=O)N(CCO)Cc1ccccc1	.	1.1	23	-9	1.4	-8	1.2	38	0
CC(C)(C)c1ccc(C(=O)Nc2cccc3c(=O)[nH][nH]c(=O)c23)cc1	-5	0.2	-10	11	1.3	2	-0.7	3	-2
CC12C(=O)N(NC(=O)c3ccncc3)C(=O)C1C1C=CC2C1 (stereo unspecified)	12	-0.2	-8	13	1.5	0	-0.1	-3	-5
CCCOc1ccc(C2C3=C(CCCC3=O)N(CC(=O)O)C3=C2C(=O)CCC3)cc1OCC	-16	-0.3	17	5	0.4	2	0.2	-11	1
Cc1cc(C)c(-c2c(O)c3c(n(C)c2=O)CC(C)(C)CC3=O)c(C)c1	3	1.3	-2	3	0.6	-2	-1.2	-9	-3
O=C(C[C@H]1C[C@H](C(=O)N2CCCCC2)[C@@]2(CCc3ccccc3)c3[nH]c4cc(-c5ccco5)ccc4c3CCN2C1=O)NCCC1=CCCCC1	.	1.1	3	2	.	.	.	.	-5
Cc1ccc2nc(N3CCC(C(=O)NC4CCCCC4)CC3)sc2c1	-22	3.0	22	-14	1.6	-1	-0.2	-19	-22
OC(COc1ccc(OCc2ccccc2)cc1)CN1CCOCC1 (stereo unspecified)	-16	2.7	15	-11	4.7	-6	3.5	-22	-2
C#CCOCCOCCOCCNc1nc(N2CCOCC2)nc(N2CCN(C(=O)CCCCCCCCCCNC(=O)[C@@H]([C@H](C)O)n3cc(C)nn3)CC2)n1	.	-0.2	-1	-1	0.0	3	-0.1	23	-16
O=C(NCCc1cccc(F)c1)/C(=C/c1cccnc1)NC(=O)c1ccccc1	-3	0.4	-12	9	-0.2	-4	-1.4	7	-17
CN1CCN(C(=O)CCN2C(=O)S/C(=C/c3ccc(Cl)cc3)C2=O)CC1	-1	2.0	-8	7	5.2	-11	2.9	3	-10
COc1ccccc1OCC(=O)NCCCn1ccnc1	-23	-0.2	6	11	1.4	-5	-0.1	9	-8
O=C(Nc1ccc2nc(-c3cccnc3)[nH]c2c1)c1ccco1	-1	0.4	11	-2	0.3	-4	-0.5	0	9
Cc1cc(C)n(CC(O)COc2ccccc2)n1 (stereo unspecified)	-10	0.3	12	2	0.8	3	0.9	-3	-5
C/C(=C\c1ccccc1)C(=O)Nc1ccc(Cl)cn1	4	1.1	18	-7	10	-5	-2.0	3	-9
CCC1CCCCN1CCN1C(=O)C2C(C(=O)Nc3cccc(OC)c3)C3C=CC2(O3)C1C(=O)NC1CCCCC1 (stereo unspecified)	7	0.7	-9	-17	-0.7	-10	-0.7	5	-14
COc1ccc(CN(C)C(=O)C2CCN(S(=O)(=O)c3cccs3)CC2)cc1F	.	3.9	9	-13	5.1	-5	4.9	3	-17
CC(=O)Nn1c(COc2ccccc2C)nc2ccccc2c1=O	23	0.1	13	-7	1.4	-1	0.8	-1	-4
CC1Cc2ccccc2N1C(=O)CCn1c(=O)sc2ccccc21 (stereo unspecified)	.	0.8	12	-2	-1.4	-5	-2.1	-3	-19
Cc1ccccc1-c1nc(CN2CCC(C(=O)NCCCN3CC(C)CC(C)C3)CC2)c(C)o1 (stereo unspecified)	-5	-0.5	4	6	0.2	-5	1.0	5	-6
CC(=O)Oc1ccccc1C1=NN(C(=O)/C=C/c2ccccc2)C(c2ccccc2)C1 (stereo unspecified)	6	0.2	-6	8	0.4	-4	-1.7	25	-32
CCc1nc2ccc(C(=O)Nc3ccc4c(c3)OCC(=O)N4)cn2c1N(CC)Cc1cccc(Br)c1	.	1.5	25	-8	.	.	.	11	.

7 compounds from above with just V1aR counter and GPR7 antag.
| Molecule | V1aR counter | GPR7 antag |
| --- | --- | --- |
| C=CCNCC(O)COc1ccc(C(C)=O)cc1OC (stereo unspecified) | -0.9 | 12 |
| CCOc1ccc(Nc2cc(C)c3ccccc3n2)cc1 | 1.0 | 17 |
| O=C(N=Nc1c(O)[nH]c2ccccc12)c1ccc(CN2CCOCC2)cc1 | 8.0 | -11 |
| C=CCC[C@@H](Cc1ccc(F)cc1)C(=O)OC[C@H](Cc1c[nH]c2ccccc12)NC(=O)[C@@H](CC=C)CC(=O)N(CCO)Cc1ccccc1 | 1.4 | . |
| CC(C)(C)c1ccc(C(=O)Nc2cccc3c(=O)[nH][nH]c(=O)c23)cc1 | 1.3 | -5 |
| CC12C(=O)N(NC(=O)c3ccncc3)C(=O)C1C1C=CC2C1 (stereo unspecified) | 1.5 | 12 |
| CCCOc1ccc(C2C3=C(CCCC3=O)N(CC(=O)O)C3=C2C(=O)CCC3)cc1OCC | 0.4 | -16 |

Next part
SMILES	GPR7 antag	M1 ag parental	CHO-K1 Ca PAM	CHO-K1 Ca antag	V1aR counter	OXTR potentiate	OXTR ag	TAAR1 antagonist	CHO parental Ca
CC1C(=O)N2CCCc3cc(NC(=O)C(=O)NCc4cccnc4)cc1c32 (stereo unspecified)	.	1.1	6	-4	-0.6	-5	0.1	14	-6
COc1ccc(C(=O)COC(=O)COc2cccc3c2OC(C)(C)C3)c(OC)c1	.	2.9	17	4	-0.9	-8	0.1	-31	-19
Nc1nc(N2CCN(C(=O)c3ccco3)CC2)nc2ccc(Br)cc12	0	9.1	2	-14	2.6	-14	1.8	.	-27
COc1ccc(CCNc2ccc(C(CC(N)=O)NC(=O)c3ccccc3)cc2[N+](=O)[O-])cc1 (stereo unspecified)	.	0.2	15	-14	0.2	7	0.4	11	-7
NC(=O)COc1cccc(/C=N/NC(=O)c2ccc(-n3cccc3)cc2)c1	6	2.8	21	-14	0.0	-2	1.3	84*	-6
Cc1ccc(S(=O)(=O)N2CCCC(C(=O)O)C2)s1 (stereo unspecified)	-7	0.9	28	-18	0.7	-3	1.0	-10	-5
Cc1ccc(C(=O)NNc2ncnc3c2cnn3C)cc1	-5	1.7	13	1	0.2	-2	1.1	-5	0
CCCC12CN3CC(C)(CN(C1)C3c1ccc3c(c1)OCO3)C2=O (stereo unspecified)	6	1.1	19	-14	-0.9	-13	-2.0	4	-6
COc1ccccc1C1(O)CC2CCC(C1)N2S(=O)(=O)c1ccc(C(C)=O)cc1 (stereo unspecified)	-2	2.0	6	-14	0.1	-8	-0.7	-1	-19
COc1ccc(N2CC(NS(=O)(=O)c3cccnc3)CC2=O)cc1OC (stereo unspecified)	.	0.5	4	-17	-0.8	-4	-0.7	0	-10
Cn1c(CNC(=O)C(Cc2ccccc2)NC(=O)c2ccccc2F)cc(=O)n(C)c1=O (stereo unspecified)	-3	0.6	-2	-10	2.2	-8	0.0	2	-5
NS(=O)(=O)c1ccc(CCNC(=O)CCc2ccccc2)cc1	.	0.8	8	-5	1.5	1	-1.2	-1	-2
Cc1cc(N2CCN(C(c3ccnc4ccccc34)c3nnnn3-c3c(C)cccc3C)CC2)c2ccccc2n1 (stereo unspecified)	.	1.2	-1	-8	.	.	.	12	.
Oc1ccccc1-c1cc(-c2ccc(F)cc2)n[nH]1	-10	1.3	10	-8	0.3	-9	-0.5	-9	-13
C[C@H](CO)N1C[C@H](C)[C@@H](CN(C)S(=O)(=O)c2cn(C)cn2)Oc2ccc(NC(=O)Nc3ccccc3)cc2C1=O	.	-0.1	0	-7	-0.1	-4	-0.2	-14	4
CN(C)S(=O)(=O)n1cc(/C=C(\NC(=O)c2ccccc2F)C(=O)N2CCOCC2)c2ccccc21	1	0.2	-16	18	1.2	4	1.3	4	-22
COc1ccc(C(=O)Nc2cccc(OC(=O)c3ccco3)c2)cc1	17	0.3	-20	-10	1.3	-6	2.1	-6	-15
COc1ccccc1-n1c(SCC(=O)N2CCCCC2)nc(O)c(Cc2ccccc2)c1=O	-3	0.2	16	-14	1.0	3	1.0	-21	-13
NC(=O)c1cc(NC(=O)c2cc(Br)c(Br)s2)cc(C(N)=O)c1	-12	2.5	13	-15	1.2	-22	-0.1	-25	-6
COc1cccc(-c2nc(CS(=O)(=O)CC(=O)Nc3ccccc3C)c(C)o2)c1	5	-0.8	8	10	1.9	-2	-1.1	-2	-23
O=C(N/N=C/c1cccc([N+](=O)[O-])c1)c1cc[n+](CCO)cc1	-5	0.0	-20	14	0.8	-12	0.7	-8	1
O=C(Cc1ccccc1Cl)NCCCn1ccnc1	-4	-0.1	-4	2	1.0	-7	-1.6	16	-6
OC(CC(O)c1ccccc1)c1ccccc1 (stereo unspecified)	.	0.0	-3	7	.	.	.	12	.
Cc1cc(C)c2[nH]c(=O)c(CN(Cc3cccs3)C(=S)NCC3CCCO3)cc2c1 (stereo unspecified)	-14	0.6	17	-5	-0.7	-3	-0.6	15	-12
CN(C(=O)c1cccc(C#N)c1)c1nnc(-c2ccccn2)s1	-3	0.1	-6	16	1.5	-5	0.9	0	-11
CCOC(=S)SCC(=O)Nc1ncc(C)s1	4	0.9	13	-9	0.6	-1	0.5	-35	-6

Arranged by length of the SMILES (ascending): four of the compounds above.
SMILES	GPR7 antag	M1 ag parental	CHO-K1 Ca PAM	CHO-K1 Ca antag	V1aR counter	OXTR potentiate	OXTR ag	TAAR1 antagonist	CHO parental Ca
OC(CC(O)c1ccccc1)c1ccccc1 (stereo unspecified)	.	0.0	-3	7	.	.	.	12	.
CCOC(=S)SCC(=O)Nc1ncc(C)s1	4	0.9	13	-9	0.6	-1	0.5	-35	-6
O=C(Cc1ccccc1Cl)NCCCn1ccnc1	-4	-0.1	-4	2	1.0	-7	-1.6	16	-6
CCCC12CN3CC(C)(CN(C1)C3c1ccc3c(c1)OCO3)C2=O (stereo unspecified)	6	1.1	19	-14	-0.9	-13	-2.0	4	-6

Rows are unselected, and some 3.5% of all compounds hit somewhere here.
